Bioassay records deposited in PubChem by several laboratories.
iPSC survival up: enhancers of human iPSC single-cell survival; hiPSC single-cell survival, ATPlite luminescence; 100% = ROCK inhibitor wells, 0% = DMSO; AID 602274; survival enhancement, % at 20 µM; hit rate 0.044% among 360,000; in the data active = survival enhancement above about 18%;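 also: cells exposed to compounds for 16 hours before the ATP read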
HIF-2a block: HIF-2a inhibition. hit rate 0.72% among 360,000. inhibition, % at 18.8 µM. 786-0 RCC cells HIF-2a reporter, luciferase luminescence, overnight;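 active = inhibition of the luminescence signal of 40% or more relative to plate controls, in a single-dose primary screen at 18.75 µM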
Peg3 promoter: Peg3 promoter activity inhibition; inhibition, % at 20 µM; hit rate 1.7% among 360,000; HeLa PEG-Prom luciferase reporter, luminescence, overnight;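 active = inhibition of at least 50% at 20 µM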
NR2E3 ag-1: human photoreceptor-specific nuclear receptor agonism | Q9Y5X4 | CHO-S Gal4-NCOR/VP16-NR2E3 two-hybrid, luciferase | inhibition of corepressor binding, % at 3.98 µM | hit rate 0.35% among 360,000 | AID 602229;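 active = inhibition above the mean of all tested compounds plus 3 SD, cut at about 70% in these data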;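 also: 0% = DMSO with NR2E3 transfected cells and 100% = cells lacking NR2E3 construct; higher means lower luciferase signal from less NR2E3 corepressor binding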
Target sequence (Q9Y5X4 whole entry, looked up, the tested form may be a part): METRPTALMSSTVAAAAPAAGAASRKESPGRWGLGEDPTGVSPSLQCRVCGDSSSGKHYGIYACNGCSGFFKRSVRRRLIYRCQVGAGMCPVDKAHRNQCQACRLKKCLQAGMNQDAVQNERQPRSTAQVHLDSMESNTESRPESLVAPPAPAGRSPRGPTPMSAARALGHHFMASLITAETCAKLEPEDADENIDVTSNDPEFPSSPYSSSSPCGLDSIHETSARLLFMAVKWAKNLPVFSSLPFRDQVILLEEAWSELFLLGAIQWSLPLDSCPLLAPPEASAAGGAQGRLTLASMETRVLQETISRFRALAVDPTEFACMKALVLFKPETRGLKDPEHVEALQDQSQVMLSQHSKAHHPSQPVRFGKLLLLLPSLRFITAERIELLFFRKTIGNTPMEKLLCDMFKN
KKLEB tox: reduces viability of KKLEB cystic fibrosis airway cells | KKLEB CF airway cells viability, ATPlite luminescence, overnight; stronger effect = lower value; cells stimulated with P. aeruginosa culture filtrate | hit rate 0.36% among 360,000 | activity change (cytotoxicity), % at 5 µM;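 active = corrected activity change at or below -50% at 5 µM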
TRAIL sens C8: caspase-8 TRAIL sensitization; NB7+C8 cells + TRAIL, ATPlite viability luminescence; inhibition (viability loss, TRAIL sensitization), % at 10 µM; hit rate 1% among 360,000;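 active = compounds causing at least 50% loss of cell viability in the single-dose screen, relative to plate controls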
LMP1 NFkB inh: reduces LMP1-driven NF-kappaB luciferase signal; hit rate 0.69% among 350,000; LMP1-induced NF-kappaB luciferase reporter cells, luminescence; inhibition, % at 12.5 µM; AID 504558; in the data active = inhibition above about 41%;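 also: 0% = neutral control wells and 100% = reference inhibitor control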
CF NFkB block: blocks PAF-induced NF-kB reporter in cystic fibrosis cells; KKLEB NF-kB-GFP reporter, GFP fluorescence overnight; inhibition, % at 5 µM; hit rate 0.86% among 360,000; AID 588850;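 active = at least 50% inhibition at 5 µM, scaled per plate between neutral and stimulator controls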;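 also: PAF is a Pseudomonas aeruginosa culture filtrate used as stimulus; plate controls were PAF-stimulated DMSO wells for no effect and unstimulated DMSO wells for full effect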
MITF TRPM1 inh: reduces MITF-dependent TRPM1 promoter luciferase signal; hit rate 0.83% among 330,000; inhibition, % at 12.5 µM; AID 488899; SK-MEL-5 TRPM1 promoter luciferase, 24 h;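 active = mean inhibition across replicates of 60% or more, whatever share of single replicates reaches that level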; also: values of inactives mirror those of a sister screen read the other way
Shn3 inh set2: reduces Shn3 3'UTR luciferase signal in osteoblasts | Clone20 osteoblast Shn3 3'UTR firefly luciferase, 24 h | inhibition, % at 12.5 µM | hit rate 0.52% among 360,000 | AID 588674;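 active = mean inhibition of at least 75% with every replicate also reaching 75%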;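 also: 0% = median of neutral control wells and 100% = pilot-screen positive control compound; some compounds past the cut are filed as inactive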
NR2E3 ag-2: NR2E3 (human) agonism | inhibition of corepressor binding, % at 4.78 µM | AID 2300 | Q9Y5X4 | GST-NR2E3/biotin-RetCOR TR-FRET, 1536-well | hit rate 0.12% among 320,000;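 active = percent inhibition above the cutoff of mean plus 3 SD of all tested compounds, set per screening campaign, cut at about 20% in these data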;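 also: 0% = DMSO wells and 100% = biotin wells as full block of FRET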
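Material: NR2E3–RetCOR corepressor complex | Quantity: 1.35 nM GST-tagged NR2E3 final | Schedule: 5 h at 4 °C | Replication: Singlicate compound wells | Reagent: RetCOR corepressor, biotinylated, 7 nM | Controls: Biotin wells as high control, 0.6% DMSO wells as low control | Signal: TR-FRET, Eu(K)-anti-GST donor, streptavidin-D2 acceptor, ex 340, em 617/671 nm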
Numbers without * were called inactive; . = not tested or not shown. These rows are one share of the data, so the mix of outcomes need not match the whole.

item	SMILES	Peg3 promoter	HIF-2a block	Shn3 inh set2	MITF TRPM1 inh	LMP1 NFkB inh	TRAIL sens C8
1	FC(F)(F)/C(=N\P(=S)(N1CCOCC1)N1CCOCC1)N1CCOCC1	13	10	-16	-20	-4	-7
2	CC12CN3CC(c4ccccc4)(CN(C1)C31CCCCC1)C2=O	10	24	-10	-4	3	-12
3	O=C(N/N=C/c1c(O)n(Cc2ccc(F)cc2)c(=O)[nH]c1=O)c1ccccc1O	14	16	-14	-8	-33	7
4	CN1C(=O)C(=Cc2ccc(SC3CCCCC3)o2)C(=O)N(C)C1=O	21	22	-6	9	4	-1
5	CC(NS(C)(=O)=O)c1nnc2n1-c1ccc(Br)cc1C(c1ccccc1Cl)=NC2 (stereo unspecified)	12	17	-23	-3	6	-1
6	C=C1[C@@H](OC(C)=O)[C@]23C[C@@H]1[C@@H](OC(C)=O)CC2[C@]12C4C[C@H]3[C@H]1N(CC)C[C@]4(C)CC[C@@H]2O (stereo partly specified)	0	14	-15	.	-4	2
7	CC1=NN(c2ccccc2)C(=O)C1/C=C1/C(=O)NC(=O)N(c2cc(C)cc(C)c2)C1=O (stereo unspecified)	2	11	-1	7	-6	2
8	CCOP(=O)(C#CC(C)(C)C)C(O)(c1ccccc1)C(F)(F)F (stereo unspecified)	0	5	5	4	-5	-5
9	CCCCn1nc(C)c(C(=O)O)c1Cl	8	18	-4	0	1	-30
10	CN1CCN(S(=O)(=O)c2ccc(Cl)nc2)CC1	5	0	-9	-2	-1	16
11	CN(C)C(=O)Oc1ccc2c(=O)c(Oc3ccccc3Br)coc2c1	-97	-150	-7	-49	-9	-12
12	COC(=O)C1CN(C#N)N(c2ccc(Cl)cc2)C12c1ccccc1-c1ccccc12 (stereo unspecified)	109*	90*	97*	98*	37	91*

item	NR2E3 ag-2	KKLEB tox	CF NFkB block	iPSC survival up	NR2E3 ag-1
1	-1	2	8	5.5	-18
2	4	5	15	1.3	-2
3	6	-23	20	1.8	-55
4	-2	-9	4	1.9	-34
5	-1	13	-1	0.4	-32
6	2	-1	-24	0.7	1
7	5	-21	3	1.8	-12
8	-1	-3	6	-1.6	-9
9	2	-9	8	-0.2	-8
10	-3	0	-12	-0.8	-6
11	0	10	2	-0.7	-32
12	0	-102*	97*	-4.8	80*

Continuation.
item	SMILES	Peg3 promoter	HIF-2a block	Shn3 inh set2	MITF TRPM1 inh	LMP1 NFkB inh	TRAIL sens C8
13	CCC(=NCc1cccnc1)c1c(O)n(-c2ccc(C)cc2)c(=O)[nH]c1=O	22	20	5	2	4	-12
14	COc1ccc(C)cc1NC1=NC(C)(C)CS1	13	13	-19	3	1	-1
15	CS(=O)(=O)c1ccc(C(=O)N2CCC(C(=O)O)(c3ccccc3)CC2)cc1	-1	2	0	4	-3	2
16	Cc1cccc(NC(=O)CSc2nnc([C@@H](N)Cc3c[nH]c4ccccc34)o2)c1C	0	-9	-7	1	-9	-11
17	N/C(=N\[N+](=O)[O-])N/N=C/c1ccc(O)cc1	-5	14	-19	4	1	0
18	CC(=O)Nc1ccccc1OC(=O)N(C)C	3	19	0	-6	4	32
19	CSc1ncc(Cl)c(C(=O)O)n1 (tested in a mixture with another compound)	21	2	-18	-3	3	-5
20	Nc1ccccc1N=Cc1c(O)n(CCC2=CCCCC2)c(=O)[nH]c1=O	22	-4	-29	4	-45	-1
21	CCC(C)(C)n1nnnc1CN1CCC(n2c(C)nc3cc(C(F)(F)F)ccc32)CC1	11	17	15	6	11	12
22	Cc1ccc(-c2nc(N3CCOCC3)s[n+]2-c2ccccc2)cc1	-201	-210	-57	-13	-38	6
23	COc1ccc(C(c2ccc(OC)cc2)C(Cl)(Cl)Cl)cc1	-9	-45	13	-14	7	9
24	CC(C(N)=O)N1CC(c2ccc(Cl)cc2)CC1=O (stereo unspecified)	8	16	7	13	-1	-10

item	NR2E3 ag-2	KKLEB tox	CF NFkB block	iPSC survival up	NR2E3 ag-1
13	1	10	-12	-0.5	-17
14	-3	8	-11	-2.4	-11
15	1	-18	-1	-0.2	-6
16	-1	11	-12	4.0	17
17	2	-6	5	6.9	-37
18	-1	-9	-8	-2.1	12
19	-5	1	-15	0.6	-3
20	2	-5	-3	0.7	-104
21	1	5	18	0.0	14
22	1	5	0	1.4	-117
23	1	-2	-16	0.1	11
24	0	1	-3	5.9	-6

Next section
item	SMILES	Peg3 promoter	HIF-2a block	Shn3 inh set2	MITF TRPM1 inh	LMP1 NFkB inh	TRAIL sens C8
25	COC(=O)C1=C(c2cccc(OCc3ccccc3)c2)C[C@@H]2CC[C@H]1N2C(=O)NCCc1ccc(F)cc1	-1	6	44	2	4	-6
26	C=CCn1cc(C=C2C(=O)N(C)C(=O)N(C)C2=O)c2ccccc21	0	-10	-3	23	5	-5
27	CC[N+]12CCC(CC1)C(=C(c1ccccc1)c1ccccc1)C2	-8	2	-19	9	-1	1
28	CC1CN(c2ccc([N+](=O)[O-])cc2Cl)CCN1 (stereo unspecified)	-13	1	14	-2	3	-6
29	COC(=O)C1=C(c2ccc(F)cc2OCc2ccccc2)C[C@@H]2CC[C@H]1N2C(=O)NCc1cc(C)oc1C(F)(F)F	17	8	38	.	-1	14
30	O=c1c2ccccc2nc(/C=C\c2ccccc2[N+](=O)[O-])n1-c1ccccc1O	13	-7	-5	19	-12	7
31	CN(C)CC(C(=O)Cc1ccccc1)c1ccccc1 (stereo unspecified)	101*	97*	95*	41	0	63*
32	O=C1C2CCCN2C(c2cccnc2)N1c1cccc(Cl)c1 (stereo unspecified)	-2	10	-3	4	-1	18
33	CC(Cc1ccccc1)NC(=O)C(c1ccc(N)cc1)c1ccc(N)cc1 (stereo unspecified)	18	20	4	0	-4	-16
34	NC(=S)N/N=C/c1coc2ccccc2c1=O	-1	8	5	6	-2	0
35	O=C(Nc1ccc(C(=O)O)cc1)Oc1ccc(N(CCCl)CCCl)cc1	4	-8	13	.	.	10
36	Cc1ccc2c(c1)Oc1ccccc1N=C2	7	2	-1	.	1	-5

item	NR2E3 ag-2	KKLEB tox	CF NFkB block	iPSC survival up	NR2E3 ag-1
25	2	-18	9	-0.6	28
26	-1	-3	-5	0.3	-19
27	-5	3	-5	1.0	-4
28	6	-7	6	-1.7	-10
29	.	-20	9	-2.2	36
30	-1	10	-20	-0.2	17
31	.	-40	59*	-3.8	-10
32	3	10	-30	0.1	10
33	2	15	-5	-0.4	-6
34	3	-3	16	-2.1	-29
35	.	-10	9	0.0	-19
36	.	-6	-15	-0.8	14

Full records, looked up by structure. Values in the order: Peg3 promoter	HIF-2a block	Shn3 inh set2	MITF TRPM1 inh	LMP1 NFkB inh	TRAIL sens C8	NR2E3 ag-2	KKLEB tox	CF NFkB block	iPSC survival up	NR2E3 ag-1
`Nc1ccccc1N=Cc1c(O)n(CCC2=CCCCC2)c(=O)[nH]c1=O` as listed: 22	-4	-29	4	-45	-1	2	-5	-3	0.7	-104
`CN1C(=O)C(=Cc2ccc(SC3CCCCC3)o2)C(=O)N(C)C1=O` as listed: 21	22	-6	9	4	-1	-2	-9	4	1.9	-34
`CS(=O)(=O)c1ccc(C(=O)N2CCC(C(=O)O)(c3ccccc3)CC2)cc1` as listed: -1	2	0	4	-3	2	1	-18	-1	-0.2	-6
`CC(=O)Nc1ccccc1OC(=O)N(C)C` as listed: 3	19	0	-6	4	32	-1	-9	-8	-2.1	12

Additional structures follow:
item	SMILES	Peg3 promoter	HIF-2a block	Shn3 inh set2	MITF TRPM1 inh	LMP1 NFkB inh	TRAIL sens C8
37	NC(Cc1ccccc1)c1nc(-c2ccccc2)no1 (stereo unspecified)	-153	-136	-9	-22	-15	-13
38	CN(C)C(=O)Oc1ccc(OC(=O)N(C)C)cc1	24	-6	-7	-5	1	-9
39	CSc1nc(N)c(N=Nc2ccc([As](=O)(O)O)cc2)c(=O)[nH]1	-12	11	-2	11	-5	-9
40	CC1=C(C)CC2(C(=O)NC(=O)NC2=O)C(C)C1 (stereo unspecified)	3	8	2	-19	4	-25
41	Cc1ccc(S(=O)(=O)CC(=O)c2cc(C)c(OC(=O)N(C)C)c(C)c2)cc1	-19	-46	-6	3	-6	-3
42	CC(C)Cc1nc(N2CCNCC2)c(C#N)c2c1CCC2	10	3	-2	.	.	-15
43	COc1cccc(OC)c1C1=NCC(=O)Nc2c1oc1ccc(Br)cc21	-20	8	-3	55	18	0
44	COC(=O)C1=C(c2cccc(OCc3ccccc3)c2)C[C@@H]2CC[C@H]1N2C(=O)NCc1cccc(F)c1	29	12	24	8	10	-5
45	CCCCn1c(O)c(C(CC)=Nc2ccc(OCC)cc2)c(=O)[nH]c1=O	14	17	8	14	0	8

item	NR2E3 ag-2	KKLEB tox	CF NFkB block	iPSC survival up	NR2E3 ag-1
37	3	6	10	-0.3	-49
38	-1	-4	5	-3.4	-2
39	-7	-4	-1	-0.7	-6
40	.	-2	-9	1.2	-6
41	7	4	-4	7.5	11
42	-1	-9	-15	-0.5	-16
43	-1	4	21	-5.6	5
44	4	-1	-11	0.2	-21
45	-2	12	0	5.4	-10

Part of the list above, showing only iPSC survival up, MITF TRPM1 inh and Peg3 promoter:
entry | canonical_smiles | iPSC survival up | MITF TRPM1 inh | Peg3 promoter
44 | COC(=O)C1=C(c2cccc(OCc3ccccc3)c2)C[C@@H]2CC[C@H]1N2C(=O)NCc1cccc(F)c1 | 0.2 | 8 | 29
45 | CCCCn1c(O)c(C(CC)=Nc2ccc(OCC)cc2)c(=O)[nH]c1=O | 5.4 | 14 | 14
